# Xi reactivation – X-chromosome reactivation activator | XiGFP mouse fibroblasts, % GFP-positive cells imaging, 3 d; cells co-treated with 5-aza-dC sensitizer; scaled so ellipticine positive control = 100% | activation, % at 7.58 µM | 360,000 compounds, 0.055% hits | AID 743238;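 active = mean normalized replicate activation at least 10% and every replicate at or above 10%; inconclusive = only one of the two criteria met; inactive = mean below 10% and not all replicates reach 10%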;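 note: 0% = median of on-plate neutral control wells and 100% = ellipticine 6 µM median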
#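 material = 68-5-11 XiGFP fibroblast line | medium = DMEM plus 5-aza-dC sensitizer | schedule = 3 days compound exposure | benchmarks = positive control ellipticine, 6 µM final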
# ERAP1 inh – blocks human ERAP1 aminopeptidase activity; Q9NZ08; recombinant ERAP1, Leu-AMC fluorescence, 60 min; inhibition, % at 10.7 µM; 340,000 compounds, 0.15% hits; AID 652197;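 active = mean replicate inhibition of at least 30%, or all replicates individually reaching that 30% level; inactive = mean below 30% and not every replicate reaching it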;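 note: 0% = neutral control wells and 100% = L-leucinethiol positive control wells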
# Target sequence (Q9NZ08 whole entry, looked up): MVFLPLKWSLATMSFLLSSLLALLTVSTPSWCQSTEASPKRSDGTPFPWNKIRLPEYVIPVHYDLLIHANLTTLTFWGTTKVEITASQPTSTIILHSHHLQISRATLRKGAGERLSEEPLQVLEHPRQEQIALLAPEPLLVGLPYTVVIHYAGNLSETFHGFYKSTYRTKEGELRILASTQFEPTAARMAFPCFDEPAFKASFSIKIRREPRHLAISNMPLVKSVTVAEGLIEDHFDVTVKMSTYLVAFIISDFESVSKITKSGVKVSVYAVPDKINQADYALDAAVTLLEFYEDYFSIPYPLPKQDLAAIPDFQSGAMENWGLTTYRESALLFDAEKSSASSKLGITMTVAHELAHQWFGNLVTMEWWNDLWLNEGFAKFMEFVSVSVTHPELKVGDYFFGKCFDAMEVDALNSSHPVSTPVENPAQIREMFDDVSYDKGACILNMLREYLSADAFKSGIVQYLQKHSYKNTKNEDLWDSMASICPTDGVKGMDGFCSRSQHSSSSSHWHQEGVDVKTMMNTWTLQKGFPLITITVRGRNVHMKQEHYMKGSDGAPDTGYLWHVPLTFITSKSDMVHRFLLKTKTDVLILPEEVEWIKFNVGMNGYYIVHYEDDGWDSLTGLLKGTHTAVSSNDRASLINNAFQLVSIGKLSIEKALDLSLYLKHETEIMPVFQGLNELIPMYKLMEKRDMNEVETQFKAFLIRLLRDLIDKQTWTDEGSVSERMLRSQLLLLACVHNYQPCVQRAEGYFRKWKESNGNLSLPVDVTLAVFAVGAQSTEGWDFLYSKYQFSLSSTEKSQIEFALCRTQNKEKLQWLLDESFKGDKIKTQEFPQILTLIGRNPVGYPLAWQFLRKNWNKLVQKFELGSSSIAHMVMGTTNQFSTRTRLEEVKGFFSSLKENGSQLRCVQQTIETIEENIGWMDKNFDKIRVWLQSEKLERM
# LGR2 antag – Drosophila LGR2 receptor signaling inhibition; inhibition, % at 9.99 µM; HEK293 LGR2, CRE-luciferase, bursicon-stimulated, 4 h; 380,000 compounds, 0.35% hits;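 active = drop in luminescence signal, shown as inhibition above about 50% in the replicate tests, limit read from the data, passing the limit was not always enough; inconclusive = probably only some replicates passing the limit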;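 note: agonist challenge used bursicon conditioned medium at about half maximal strength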
# Cneo AK release – Cryptococcus neoformans lysis via adenylate kinase release; C. neoformans lysis, adenylate kinase release luminescence, 4 h; normalised: neutral wells 0, clomiphene wells 100; lysis activity, % at 15 µM; 360,000 compounds, 0.2% hits; AID 651654;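 active = mean lysis activity across replicates of at least 80%, whatever share of replicates individually reach that level; inactive = mean lysis activity below 80%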
#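 Assay system: Cryptococcus neoformans yeast cells / Dosing: single-point compound dose / Timing: 4 h at 37 °C static, read 1 h later / Measured by: luminescence of released adenylate kinase using an AK detection reagent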
# SIRT5 inh – sirtuin-5 (human) deacylase inhibition; 330,000 compounds, 1.1% hits; Q9NXA8; inhibition, % at 15 µM; Purified SirT5, succinyl-peptide AMC, trypsin-coupled fluorescence; in the data active = inhibition above about 15%; inconclusive = no clear call, values can overlap the other calls
# PGC1a acetyl inh – modulators of PGC1a acetylation. 350,000 compounds, 0.17% hits. inhibition, % at 15.6 µM. AID 651687. U2OS PGC1a acetylation, AlphaScreen anti-acetyl-lysine; with virally co-expressed GCN5 acetyltransferase;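 active = every replicate shows inhibition of at least 40%; inconclusive = mean inhibition at least 40% but some replicate below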;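 note: 0% = neutral control wells and 100% = positive control wells; some results beyond the cut were filed as inactive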
# C2C12 statin – suppressors of simvastatin-induced myotoxicity in C2C12 myotubes. ATP luminescence, 48 h; scaled: DMSO 0, geranylgeraniol control 100. rescue of ATP level, % at 7.49 µM. 330,000 compounds, 0.78% hits. AID 602340;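 active = mean ATP rescue above about 67%, or every replicate alone reaching that limit, limit read from the data, passing the limit was not always enough; inconclusive = no clear call, values can overlap the other calls; inactive = mean under the limit and some replicate under it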;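 note: myotubes were challenged with 10 µM simvastatin during compound exposure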
# S100A4 inh HTS – inhibitors of human S100A4 binding to myosin IIA peptide | P26447 | S100A4/TAMRA-MyoIIA peptide fluorescence polarization | inhibition, % at 10.7 µM | 360,000 compounds, 0.14% hits | AID 652163;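 active = mean inhibition of at least 70% across replicates, with every replicate also reaching that level; inconclusive = mean inhibition reaches 70% but some replicates fall short; inactive = mean inhibition below 70%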
#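 Assay system: human S100A4 monomer with TAMRA-labelled myosin IIA peptide / Buffer or medium: Calcium-containing HEPES buffer, pH 7.2 / Reagent: TAMRA-labelled myosin IIA heavy-chain peptide probe, 5 nM / Compound: one dose per compound / Timing: polarization read 5 min after assay mix addition, stable 5–60 min / Benchmarks: neutral control DMSO, positive control TFP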
# The depositor's hits bear a star; ? = inconclusive; · = no result given. A portion of the library; the hit share may differ from the screen's.
# A first look, 16 compounds:
structure | Xi reactivation | ERAP1 inh | LGR2 antag | Cneo AK release | SIRT5 inh | PGC1a acetyl inh | C2C12 statin | S100A4 inh HTS
Cc1ccc2cc(CCNC(=O)CC(C)(C)C)c(=O)[nH]c2c1C | 0.0 | 2 | -13 | 2 | 0 | 1 | -11 | 15
CCCC#Cc1ccc([C@@H]2[C@H]3CN(S(=O)(=O)c4ccccc4C)CC(=O)N3[C@H]2CO)cc1 | 0.2 | -1 | 5 | · | 9 | -2 | · | -3
N#Cc1cccc(-c2ccc([C@@H]3[C@@H]4CN(S(=O)(=O)c5ccc(-c6ccccc6)cc5)C[C@H]3N4)cc2)c1 | 0.1 | -3 | 5 | · | 3 | 93* | · | 2
COc1ccc(C(=O)Nc2ccc3c(c2)OC[C@H](C)N(C(C)=O)C[C@H](C)[C@H](OC)CN(C)C3=O)cc1 | -0.1 | 3 | 6 | -3 | 1 | -7 | -5 | 6
COc1ccc2cc(C3CC=C(CO)CN3S(=O)(=O)c3ccccc3[N+](=O)[O-])n(C(=O)OC(C)(C)C)c2c1 (centres undefined) | 0.2 | -2 | 3 | · | 2 | · | · | -2
O=C(Nc1cccc2ccccc12)c1ccccc1 | 0.0 | -1 | -76 | -2 | 1 | · | -12 | -2
Nc1ccc(NC(=O)NC2CCCCC2)cc1[N+](=O)[O-] | 0.0 | 8 | -49 | 0 | 0 | 5 | · | -1
CCOC(=O)c1ccc(-n2c(CCC(=O)O)ccc2-c2ccc(F)cc2)cc1 | 0.1 | 0 | 9 | 0 | 0 | 2 | 26 | -2
CCCc1nc2ccc(Br)cn2c1Cc1ccccc1OC | 0.1 | -1 | -12 | 10 | -2 | -20 | -276 | -3
Nc1nnc(SCC(=O)NNC(=O)c2ccc(F)cc2)s1 | 0.0 | -1 | -17 | -4 | 1 | 1 | -9 | 7
O=C(c1ccccc1)N1CC[C@H]2[C@H](CO)Nc3ccc(C#Cc4ccccc4F)cc3[C@H]21 | 0.5 | -3 | 0 | · | 4 | -6 | · | 16
Cc1nc(SCCOc2ccc(F)cc2)c2ccccc2n1 | 0.1 | 12 | -6 | 1 | -4 | · | · | -9
C[C@@H]1CCCCO[C@@H](CN(C)C(=O)Nc2ccc(C(F)(F)F)cc2)[C@@H](C)CN([C@H](C)CO)C(=O)c2cc(NC(=O)Nc3ccc(C(F)(F)F)cc3)ccc2O1 | 0.1 | · | 6 | 21 | · | 8 | · | ·
COc1ccc(CNC(=O)/C=C/[C@H]2O[C@@H](n3cc(C)c(=O)[nH]c3=O)C[C@@H]2O)cc1 | 0.1 | 0 | -4 | 1 | 0 | -1 | 1 | 3
C[C@H]1CN([C@@H](C)CO)C(=O)c2cc(-c3ccncc3)cnc2O[C@H]1CN(C)C(=O)NC1CCCC1 | -1.1 | 0 | -13 | -2 | -2 | 10 | 6 | 5
COc1ccc(N2CC(C(=O)OCC(=O)Nc3cccc(C)c3C)CC2=O)cc1 (centres undefined) | 0.0 | -1 | 15 | -2 | 0 | 2 | -5 | -4

# This part in full (from the top)
structure | Xi reactivation | ERAP1 inh | LGR2 antag | Cneo AK release | SIRT5 inh | PGC1a acetyl inh | C2C12 statin | S100A4 inh HTS
Cc1ccc2cc(CCNC(=O)CC(C)(C)C)c(=O)[nH]c2c1C | 0.0 | 2 | -13 | 2 | 0 | 1 | -11 | 15
CCCC#Cc1ccc([C@@H]2[C@H]3CN(S(=O)(=O)c4ccccc4C)CC(=O)N3[C@H]2CO)cc1 | 0.2 | -1 | 5 | · | 9 | -2 | · | -3
N#Cc1cccc(-c2ccc([C@@H]3[C@@H]4CN(S(=O)(=O)c5ccc(-c6ccccc6)cc5)C[C@H]3N4)cc2)c1 | 0.1 | -3 | 5 | · | 3 | 93* | · | 2
COc1ccc(C(=O)Nc2ccc3c(c2)OC[C@H](C)N(C(C)=O)C[C@H](C)[C@H](OC)CN(C)C3=O)cc1 | -0.1 | 3 | 6 | -3 | 1 | -7 | -5 | 6
COc1ccc2cc(C3CC=C(CO)CN3S(=O)(=O)c3ccccc3[N+](=O)[O-])n(C(=O)OC(C)(C)C)c2c1 (centres undefined) | 0.2 | -2 | 3 | · | 2 | · | · | -2
O=C(Nc1cccc2ccccc12)c1ccccc1 | 0.0 | -1 | -76 | -2 | 1 | · | -12 | -2
Nc1ccc(NC(=O)NC2CCCCC2)cc1[N+](=O)[O-] | 0.0 | 8 | -49 | 0 | 0 | 5 | · | -1
CCOC(=O)c1ccc(-n2c(CCC(=O)O)ccc2-c2ccc(F)cc2)cc1 | 0.1 | 0 | 9 | 0 | 0 | 2 | 26 | -2
CCCc1nc2ccc(Br)cn2c1Cc1ccccc1OC | 0.1 | -1 | -12 | 10 | -2 | -20 | -276 | -3
Nc1nnc(SCC(=O)NNC(=O)c2ccc(F)cc2)s1 | 0.0 | -1 | -17 | -4 | 1 | 1 | -9 | 7
O=C(c1ccccc1)N1CC[C@H]2[C@H](CO)Nc3ccc(C#Cc4ccccc4F)cc3[C@H]21 | 0.5 | -3 | 0 | · | 4 | -6 | · | 16
Cc1nc(SCCOc2ccc(F)cc2)c2ccccc2n1 | 0.1 | 12 | -6 | 1 | -4 | · | · | -9
C[C@@H]1CCCCO[C@@H](CN(C)C(=O)Nc2ccc(C(F)(F)F)cc2)[C@@H](C)CN([C@H](C)CO)C(=O)c2cc(NC(=O)Nc3ccc(C(F)(F)F)cc3)ccc2O1 | 0.1 | · | 6 | 21 | · | 8 | · | ·
COc1ccc(CNC(=O)/C=C/[C@H]2O[C@@H](n3cc(C)c(=O)[nH]c3=O)C[C@@H]2O)cc1 | 0.1 | 0 | -4 | 1 | 0 | -1 | 1 | 3
C[C@H]1CN([C@@H](C)CO)C(=O)c2cc(-c3ccncc3)cnc2O[C@H]1CN(C)C(=O)NC1CCCC1 | -1.1 | 0 | -13 | -2 | -2 | 10 | 6 | 5
COc1ccc(N2CC(C(=O)OCC(=O)Nc3cccc(C)c3C)CC2=O)cc1 (centres undefined) | 0.0 | -1 | 15 | -2 | 0 | 2 | -5 | -4
COc1ccc(Nc2nc(-c3cccnc3)nc3ccccc23)cn1 | 0.2 | 0 | -1 | 0 | -1 | · | -20 | 6
COC(=O)c1ccc(-n2cncn2)c([N+](=O)[O-])c1 | 0.0 | 0 | -14 | · | 0 | 4 | · | -3
COc1ccc(C(=O)OCC(=O)NC(=O)NC2CCCC2)c(OC)c1 | 0.0 | -3 | 6 | 2 | 0 | 0 | 0 | 10
CCN(CC(=O)Nc1c(F)cccc1F)C(=O)CC1CCCC1 | 0.1 | 0 | 8 | · | 1 | 1 | · | 0
CC(C)(C)OC(=O)NCCCCCc1nnc(SCc2ccccc2F)o1 | 0.0 | · | -1 | · | -1 | · | · | 2
COCC(=O)N(C)C[C@H]1Oc2ncc(Br)cc2C(=O)N([C@H](C)CO)C[C@H]1C | 1.1 | 3 | -3 | -6 | -1 | 7 | 8 | 4
CC1=C(C)C(OCCBr)N(c2cc(O)c(Cl)cc2F)C1=O (centres undefined) | 0.2 | 3 | 2 | · | -2 | -1 | -4 | -2
CCN(C(=O)CSc1nc(N)cc(=O)[nH]1)C1CCS(=O)(=O)C1 (centres undefined) | 0.2 | 2 | 12 | 0 | -1 | -1 | 5 | -2
CC1=C(C(=O)OC2CCCCCC2)C(c2ccc(C)o2)C2=C(CCCC2=O)N1 (centres undefined) | · | 2 | 4 | -3 | 3 | -9 | 3 | 2
CC(CN1C(C)CCCC1C)OC(=O)c1cccc(Br)c1 (centres undefined) | 0.0 | -2 | 4 | 0 | -5 | 0 | 6 | -14
CCOC(=O)c1c(NC(=O)CSc2nnnn2-c2ccccc2OCC)sc2c1CC(C)(C)NC2(C)C | 0.0 | 2 | 10 | -1 | -1 | · | -14 | -4
O=C(Nc1ccc(N2CCCC2)c(Cl)c1)c1cccs1 | 0.1 | -2 | -84 | · | 67* | 12 | -31 | -1
CSCCC(NC(=O)c1ccccc1)C(=O)NCCCn1nc(C)cc1C (centres undefined) | 0.3 | -4 | -4 | 0 | 0 | 9 | 23 | 1
COc1ccccc1CNc1ccc([N+](=O)[O-])cc1C | 0.1 | -2 | 6 | · | -4 | 25 | · | -8
CC(C)CC#Cc1cnc2c(c1)C(=O)N([C@H](C)CO)C[C@@H](C)[C@H](CN(C)CC1CCOCC1)O2 | -0.1 | 2 | 0 | -9 | ? | -9 | 27 | 2
CC(C)CC#Cc1ccc2c(c1)O[C@@H](CN(C)Cc1ccc3c(c1)OCO3)[C@H](C)CN([C@H](C)CO)S2(=O)=O | -0.6 | -2 | · | 19 | ? | 53* | -75 | 8

# Compound activity from PubChem.
